# Screening results as filed in PubChem.
# PglD inh = inhibitors of Campylobacter jejuni PglD acetyltransferase | 0.098% of 360,000 active | inhibition, % at 12.5 µM | purified PglD enzyme, DTNB colorimetric CoA detection; in the data active = inhibition above about 16%, passing the limit was not always enough; inconclusive = no clear call, values can overlap the other calls; also: strong numbers were not always called active
# ERAP1 HTS inh = ERAP1 (human) enzyme inhibition; inhibition, % at 10.7 µM; AID 652197; 0.15% of 340,000 active; recombinant ERAP1, Leu-AMC fluorescence, 60 min;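 active = mean replicate inhibition of at least 30%, or all replicates individually reaching that 30% level; inactive = mean below 30% and not every replicate reaching it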;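 also: 0% = neutral control wells and 100% = L-leucinethiol positive control wells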
# Target sequence (Q9NZ08 whole entry, looked up): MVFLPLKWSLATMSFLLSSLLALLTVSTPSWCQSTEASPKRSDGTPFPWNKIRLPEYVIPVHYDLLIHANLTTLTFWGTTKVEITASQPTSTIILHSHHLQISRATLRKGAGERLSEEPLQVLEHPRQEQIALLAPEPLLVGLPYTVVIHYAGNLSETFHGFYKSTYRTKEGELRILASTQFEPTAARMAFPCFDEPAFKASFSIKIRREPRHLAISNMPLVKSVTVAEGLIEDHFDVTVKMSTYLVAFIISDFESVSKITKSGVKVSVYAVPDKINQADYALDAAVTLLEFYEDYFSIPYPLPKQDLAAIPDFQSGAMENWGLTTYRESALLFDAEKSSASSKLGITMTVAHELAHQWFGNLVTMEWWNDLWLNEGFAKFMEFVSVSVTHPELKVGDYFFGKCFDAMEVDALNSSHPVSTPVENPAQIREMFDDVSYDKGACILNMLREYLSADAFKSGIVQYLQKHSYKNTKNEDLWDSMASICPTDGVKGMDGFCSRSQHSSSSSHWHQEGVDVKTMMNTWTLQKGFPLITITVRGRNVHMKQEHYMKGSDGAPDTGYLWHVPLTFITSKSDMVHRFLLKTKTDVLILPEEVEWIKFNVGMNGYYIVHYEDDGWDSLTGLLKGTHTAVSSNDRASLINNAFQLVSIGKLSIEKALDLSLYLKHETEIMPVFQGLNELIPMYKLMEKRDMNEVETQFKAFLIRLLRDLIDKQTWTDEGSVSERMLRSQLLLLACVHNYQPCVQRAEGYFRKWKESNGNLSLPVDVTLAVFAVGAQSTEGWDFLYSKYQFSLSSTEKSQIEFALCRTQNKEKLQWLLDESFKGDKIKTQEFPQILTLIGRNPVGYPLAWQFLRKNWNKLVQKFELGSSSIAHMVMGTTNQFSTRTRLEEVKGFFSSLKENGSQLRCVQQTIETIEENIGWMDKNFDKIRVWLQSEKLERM
# PGC1a acetyl inh = PGC1a acetylation modulation, inhibitor mode. U2OS PGC1a acetylation, AlphaScreen anti-acetyl-lysine; with virally co-expressed GCN5 acetyltransferase. inhibition, % at 15.6 µM. 0.17% of 350,000 active. AID 651687;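 active = every replicate shows inhibition of at least 40%; inconclusive = mean inhibition at least 40% but some replicate below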;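 also: 0% = neutral control wells and 100% = positive control wells; some results beyond the cut were filed as inactive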
# RAD52 anneal inh = RAD52 (human) annealing inhibition | P43351 | recombinant RAD52 DNA annealing, FRET fluorescence | inhibition, % at 18.7 µM | 0.46% of 360,000 active | AID 651710;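 active = every replicate showing at least 50% inhibition; inconclusive = mean inhibition at least 50% but not in every replicate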
# E-selectin induc = induces E-selectin expression in human endothelial cells; P16581; HUVEC E-selectin immunofluorescence imaging; normalized: neutral wells 0, TNF-alpha wells 100; activation, % at 7.58 µM; 0.37% of 260,000 active; AID 686992;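 active = mean E-selectin-positive cell signal at least 10% of the positive control, reached in at least 60% of replicates, without over 20% cell loss; inconclusive = no rule given, readout overlaps actives, possibly toxicity-flagged; inactive = the rest, including those meeting only one limit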;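 also: in these data hits start at about 27%; measured in HUVEC primary endothelial cells; signal is the percent of cells scored E-selectin positive by PE staining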
#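 Test system: HUVEC | Signal: Immunofluorescence imaging | Read-out: Percent E-selectin-positive cells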
# RAD54 inh = blocks human RAD54 Holliday junction branch migration. FAM/BHQ fluorescence. inhibition, % at 10.4 µM. 0.14% of 360,000 active. AID 602329;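 active = mean normalized replicate activity at least 40 and at least half of replicates scoring 40 or more; inconclusive = only one of the two criteria met; inactive = mean below 40 and under half of replicates reaching 40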;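 also: 0% = median of neutral control wells and 100% = median of positive control wells; inhibitors cause a drop in the FAM fluorescence signal; in these data hits start at about 50%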
# Cneo AK release = causes C. neoformans cell lysis | lysis activity, % at 15 µM | 0.2% of 360,000 active | adenylate kinase release luminescence, 4 h; normalised: neutral wells 0, clomiphene wells 100;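 active = mean lysis activity across replicates of at least 80%, whatever share of replicates individually reach that level; inactive = mean lysis activity below 80%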
#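 read-out = cell lysis signal | test system = log-phase Cryptococcus neoformans yeast cells | input = cells at 5 × 10^6 per mL | medium = fresh YPD growth medium | signal = luminescent adenylate kinase detection reagent | timing = 4 h at 37 °C static, read 1 h later | dosing = single dose | controls = Clomiphene as positive lysis control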
# miR122 inh = miR-122 inhibition in Huh7 cells | AID 602342 | Huh7 miR-122 Renilla luciferase sensor, 48 h; neutral wells = 0, positive control = 100 | activation (reporter increase), % at 12.5 µM | 0.3% of 340,000 active;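 active = mean replicate activation score at least 90 and every replicate individually at or above 90; inconclusive = only one of the two criteria met; inactive = neither criterion met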;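 also: higher luciferase means less miR-122 activity so hits act as miR-122 inhibitors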
# * hit, by the source's call; ? = inconclusive; / = no result given; [ ] = another dose, or the depositor's remark.
item	SMILES	PglD inh	ERAP1 HTS inh	PGC1a acetyl inh	RAD52 anneal inh
1	O=C(c1ccccc1)c1ccc2nc(N3CCCCC3)c3nncn3c2c1	6	/	5	-134
2	COc1ccc(NC(=O)C2Cc3c(-c4cccc(C(C)=O)c4)ccnc3O2)cc1OC (stereo not given)	1	0	/	-6
3	CCCCc1nc(SCC(=O)Nc2cc(C)on2)n[nH]1	8	14	0	-1
4	COc1ccc(OC)c(NC(=O)c2ccccc2NS(=O)(=O)c2cccc3cccnc23)c1	0	/	-9	/
5	C[C@@H]1CCCCO[C@H](CN(C)C)[C@@H](C)CN([C@H](C)CO)C(=O)c2cc(NC(=O)c3ccncc3)ccc2O1	3	-1	-2	-14
6	O=C(NC[C@@H]1[C@H](c2ccccc2)[C@H](CO)N1Cc1ccccn1)C1CCC1	-3	/	0	/
7	CSc1cccc(CN2CCC(Oc3ccc(C(=O)N4CCCCC4)cc3)CC2)c1	0	-1	-2	9
8	O=C(C[C@@H]1C[C@@H]2c3cc(NC(=O)C4CCOCC4)ccc3O[C@@H]2[C@@H](CO)O1)NCc1ccc(Cl)cc1	0	0	-3	9

item	E-selectin induc	RAD54 inh	Cneo AK release	miR122 inh
1	-0.3	5	-1	3
2	-0.2	8	0	-7
3	/	9	2	/
4	/	-2	-1	-3
5	0.6	-1	-3	-4[16.7 µM]
6	0.0	0	1	7[16.7 µM]
7	3.0	7	0	-13
8	-0.5	6	9	2[16.7 µM]

# Next structures
item	SMILES	PglD inh	ERAP1 HTS inh	PGC1a acetyl inh	RAD52 anneal inh
9	COc1ccccc1C(=O)Nc1ccc2c(c1)OC[C@H](C)N(C)C[C@H](C)[C@H](OC)CN(C)C2=O	2	-6	-8	8
10	Clc1cccc(COn2c(-c3ccc(Cl)cc3Cl)nc3ncccc32)c1	0	/	-2	/
11	Cc1ccc(-n2nc3c(N4CCC(C(=O)NCc5ccc(C)o5)CC4)nnc(C)c3c2C)cc1	-1	1	-8	-108
12	CCOCCCNC(=O)C(NC(=O)c1ccc(NC(C)=O)cc1)c1ccccc1 (stereo not given)	/	0	-1	-3
13	O=C(COc1ccc2ccccc2c1Br)Nc1cccnc1	1	-4	2	-3
14	COc1cccc(CNC(=O)C[C@H]2CC[C@@H]3[C@@H](COc4ccc(NS(=O)(=O)c5ccccc5F)cc4C(=O)N3C)O2)c1	-2	/	6	-1
15	CC1CCN(C(=O)CSc2nc(N)c3c4c(sc3n2)CN(C)CC4)CC1	0	/	2	/
16	COc1ccc(-c2nnc(SCC(=O)N3CCCCC3)o2)cc1	-1	1	/	-10

item	E-selectin induc	RAD54 inh	Cneo AK release	miR122 inh
9	-0.3	6	52	13[16.7 µM]
10	/	5	-20	5
11	1.2	5	2	-9
12	1.9	/	/	-8
13	-0.4	12	-3	0
14	0.2	7	1	18[16.7 µM]
15	/	16	2	-10
16	1.9	17	0	8

# Laid out differently: entries from further up.
13: O=C(COc1ccc2ccccc2c1Br)Nc1cccnc1
14: COc1cccc(CNC(=O)C[C@H]2CC[C@@H]3[C@@H](COc4ccc(NS(=O)(=O)c5ccccc5F)cc4C(=O)N3C)O2)c1

Assay by compound | 13 | 14
PglD inh | 1 | -2
ERAP1 HTS inh | -4 | /
PGC1a acetyl inh | 2 | 6
RAD52 anneal inh | -3 | -1
E-selectin induc | -0.4 | 0.2
RAD54 inh | 12 | 7
Cneo AK release | -3 | 1
miR122 inh | 0 | 18[16.7 µM]

# Later entries
item	SMILES	PglD inh	ERAP1 HTS inh	PGC1a acetyl inh	RAD52 anneal inh
17	CCN(CC)C(=S)SCC(=O)NC12CC3CC(CC(C3)C1)C2	-6	2	-27	0
18	C[C@@H]1CCCCO[C@H](CN(C)C(=O)Nc2cccc3ccccc23)[C@@H](C)CN([C@H](C)CO)C(=O)c2cc(NC(=O)CCC(F)(F)F)ccc2O1	-1	/	-2	/
19	C[C@@H]1CN([C@@H](C)CO)C(=O)Cc2cc(NS(C)(=O)=O)ccc2O[C@@H]1CN(C)CC1CC1	-3	0	-9	-1
20	Cc1noc(C)c1NC(=O)N[C@@H]1CC[C@H](CCNC(=O)C2CC2)O[C@@H]1CO	0	1	6	4
21	Cc1cc(=O)[nH]c(SCC(=O)Nc2ccc(F)cc2)c1C#N	0	-4	-2	-18
22	COc1ccc(NC(=O)c2ccc(Oc3ncccn3)cc2)cc1	-3	1	-2	2
23	C[C@@H]1CCCCO[C@H](CN(C)Cc2ccc(C(F)(F)F)cc2)[C@H](C)CN([C@@H](C)CO)C(=O)c2cc(NS(=O)(=O)c3ccc(Cl)cc3)ccc2O1	2	2	-6	21
24	COc1ccc(N(CC(=O)Nc2ccccc2C(=O)NCc2ccco2)S(C)(=O)=O)cc1	-4	1	-8	-8

item	E-selectin induc	RAD54 inh	Cneo AK release	miR122 inh
17	-1.4	-6	4	5
18	-0.3	0	-26	10[16.7 µM]
19	0.7	3	15	-4[16.7 µM]
20	-0.2	6	-2	/
21	/	1	-1	7
22	-0.1	0	2	-1
23	-0.1	-3	-3	-7[16.7 µM]
24	/	-22	1	0

# Next part:
item	SMILES	PglD inh	ERAP1 HTS inh	PGC1a acetyl inh	RAD52 anneal inh
25	CCCCC(CC)C1OCC(C[N+]2(C)CCOCC2)O1 (stereo not given)	-4	83*	0	-13
26	CC(C)c1nc(SCC(=O)Nc2c[nH]c(=O)[nH]c2=O)c2cnn(-c3ccccc3)c2n1	/	8	10	-3
27	CCN(CC(=O)Nc1c(F)cccc1F)C(=O)CN1C(=O)c2ccccc2C1=O	3	2	/	0
28	COc1cccc(NC(=O)c2ccccc2SC)c1	-5	-1	-6	-13
29	O=C(CSc1nnc(SCc2cccc3ccccc23)s1)N/N=C/C=C/c1ccccc1[N+](=O)[O-]	14	/	1	/
30	O=C(c1cccnc1)N1CC(=O)N2[C@@H](CO)[C@@H](c3ccc(/C=C/c4ccccc4)cc3)[C@@H]2C1	/	3	-20	-18
31	Cc1cc(NC(=O)CSc2nccn2C)n(-c2ccccc2)n1	/	4	-3	-3
32	COc1ccc(-c2ccc([C@@H]3[C@H](C#N)N(C(=O)NC4CCCC4)[C@H]3CO)cc2)cc1	-1	6	-28	-4

item	E-selectin induc	RAD54 inh	Cneo AK release	miR122 inh
25	0.7	7	3	-1
26	/	/	/	1
27	0.6	-12	-2	/
28	/	-3	-1	/
29	/	-7	0	1
30	-0.3	/	/	/
31	-0.1	/	/	-6
32	0.0	-39	7	/

# Three entries already listed, arranged by the value under PGC1a acetyl inh, falling.
no.	structure	PGC1a acetyl inh
31	Cc1cc(NC(=O)CSc2nccn2C)n(-c2ccccc2)n1	-3
30	O=C(c1cccnc1)N1CC(=O)N2[C@@H](CO)[C@@H](c3ccc(/C=C/c4ccccc4)cc3)[C@@H]2C1	-20
32	COc1ccc(-c2ccc([C@@H]3[C@H](C#N)N(C(=O)NC4CCCC4)[C@H]3CO)cc2)cc1	-28

# (next part)
item	SMILES	PglD inh	ERAP1 HTS inh	PGC1a acetyl inh	RAD52 anneal inh
33	CCN1C(=O)[C@H]2[C@@H](c3ccc(OC)cc3)N[C@]3(CCCN(CCC(C)C)C3=O)[C@H]2C1=O	-2	-4	-8	-8
34	Cc1cc(N(C)C)c(C#N)c(N2CCOCC2)n1	-4	/	2	/
35	CCN1CCN(Cc2ccccc2NC(=O)Nc2ccc(C)cc2)CC1	-3	/	6	/
36	CCN(Cc1ccncc1)Cc1cn[nH]c1-c1cc(OC)c(OC)c(OC)c1	0	-1	-6	-24
37	CN1CCN(c2ncnc3c2ncn3[C@H]2CN(Cc3ccc4c(c3)OCO4)C[C@@H](CO)O2)CC1	-3	-3	-5	-3
38	Cc1ccccc1Nc1nnc(SCC(=O)c2c(N)n(C3CC3)c(=O)[nH]c2=O)s1	-5	-2	/	-16
39	CC(=O)C[C@H](O)CC(=O)[C@H]1OC(=O)[C@H](C)CCCCc2ccccc21	3	6	4	-6
40	COCC(=O)Nc1ccccc1-c1ccccc1	1	-1	3	0

item	E-selectin induc	RAD54 inh	Cneo AK release	miR122 inh
33	1.3	4	0	1
34	/	3	-2	-1
35	/	1	-3	3
36	2.2	6	0	-6
37	1.2	5	0	-6
38	-1.0	-7	-1	/
39	1.0	-3	1	0
40	/	-1	2	-10

# The listing continues:
item	SMILES	PglD inh	ERAP1 HTS inh	PGC1a acetyl inh	RAD52 anneal inh
41	Cc1cc(C)c(C(=O)N2CCCC(Nc3ccc(F)cc3)C2)o1 (stereo not given)	0	0	/	-5
42	CN(Cc1ccccc1)c1ccc(C(CC(N)=O)NC(=O)c2ccc(Br)cc2)cc1[N+](=O)[O-] (stereo not given)	-1	-2	-10	-2
43	Nc1c(-c2ccccc2)n[nH]c1-c1ccccc1	-1	/	-2	/
44	CN(Cc1ccccc1)S(=O)(=O)c1cccc2nsnc12	/	1	3	-6
45	CN(C)C(=O)C[C@@H]1CC[C@H]2[C@@H](COC[C@@H](O)CN2CC2CCCC2)O1	4	-2	6	9
46	COC(=O)[C@]1(C)CCC[C@@]2(C)C3CC[C@@]4(C)C[C@]3(CC[C@H]12)C[C@H]4O (stereo not given in full)	2	2	2	-13
47	Cc1ccccc1C(=O)N1CCC(C(=O)Nc2nc3ccc(F)cc3s2)CC1	/	3	-12	-19
48	CC1CC(C)(C)CC2(C1)NC(=O)N(CC(=O)NCc1ccccc1F)C2=O (stereo not given)	6	-3	-9	-23

item	E-selectin induc	RAD54 inh	Cneo AK release	miR122 inh
41	/	-12	0	/
42	-0.2	-1	-2	-4
43	/	-6	-3	0
44	9.0	/	/	/
45	0.3	1	-1	8[16.7 µM]
46	0.2	1	0	-8
47	0.9	/	/	3
48	-1.1	5	3	6

# More records.
item	SMILES	PglD inh	ERAP1 HTS inh	PGC1a acetyl inh	RAD52 anneal inh
49	C#CCN(C(=O)c1ccc(OC2CCN(Cc3ccccn3)CC2)cc1)C1CCCCC1	-2	3	0	-13
50	COc1ccc(CCNS(=O)(=O)c2ccc3c(c2)CCN3C(=O)CCC(=O)O)cc1OC	3	/	4	/
51	OC[C@H]1[C@@H](c2ccc(Br)cc2)[C@H]2CN(Cc3ccccn3)CCCCN21	2	-1	-3	-2
52	OC(COCc1ccccc1)CN1CCN(c2ccccc2F)CC1 (stereo not given)	-3	/	4	/
53	COc1cccc(-c2ccc3c(c2)[C@@H]2[C@@H](CCN2C(=O)c2cccc(F)c2)[C@@H](CO)N3)c1	3	3	-2	-57
54	CC(OC(=O)CCN=C1NS(=O)(=O)c2ccccc21)C(=O)Nc1ccc(N(C)C)cc1 (stereo not given)	-2	-9	10	-11
55	O=C1CCCC/C1=C\Nc1ccc(C(=O)O)c(O)c1	/	-3	/	-61
56	CC(=O)N1CCc2cc(Br)cc(S(=O)(=O)N3CCN(C(=O)c4ccco4)CC3)c21	-3	/	-9	/

item	E-selectin induc	RAD54 inh	Cneo AK release	miR122 inh
49	/	-16	-1	-7
50	/	0	5	/
51	-0.4	4	-1	8[16.7 µM]
52	/	1	10	5
53	?	-20	-5	-8[16.7 µM]
54	0.5	-1	1	-11
55	-0.4	/	/	4
56	/	0	0	0

# Carrying on:
item	SMILES	PglD inh	ERAP1 HTS inh	PGC1a acetyl inh	RAD52 anneal inh
57	CCC1CCCCN1C(=O)CSc1n[nH]c(N)n1 (stereo not given)	7	2	10	-4
58	Cc1nnc(SCc2nc3ccccc3[nH]2)s1	8	/	-12	/
59	OCC[C@@H]1C[C@H](O)[C@@H](O)[C@]2(CCc3ccccc3CO2)O1	4	2	-10	-11
60	O=c1cc(-c2ccc(O)cc2)oc2ccccc12	0	3	-9	-6

item	E-selectin induc	RAD54 inh	Cneo AK release	miR122 inh
57	0.9	2	1	3
58	/	-3	-3	2
59	-0.1	-29	-1	-2
60	/	9	1	3
